EPAC1 ag: agonists of human EPAC1 | EPAC1 agonist qHTS, biochemical assay; response scale: 100% = response to 6.5 mM cAMP | Potency, µM (doses to about 154 µM), inactives show top-dose activation, most hits filed as activators | 360,000 tested, 0.073% active; also: potency is read from the fitted curve at half-maximal effect; nearly all actives have a fitted effect of over 60% in size
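Multi-concentration qHTS readout: loss of Rap1B-bound BODIPY-GDP fluorescence driven by 100 nM EPAC1 with excess GDP (50 uM), monitored kinetically at room temperature; agonist response expressed relative to 6.5 mM cAMP.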
PLK1 PBD block: inhibitors of human PLK1 polo-box domain binding. Plk1 PBD binding of FITC phosphopeptide, fluorescence polarization. P53350. 360,000 tested, 2.8% active. AID 720504. Potency, µM, inactives show max response, negative = inhibition, most hits filed as inhibitors; also: potency is read from the fitted curve at half-maximal effect; series mostly up to about 57 µM; % is scaled to controls: 0 for no effect and ±100 for the full control effect; nearly all actives have a fitted effect of over 65% in size
Target sequence (P53350 whole entry, looked up, the tested form may be a part): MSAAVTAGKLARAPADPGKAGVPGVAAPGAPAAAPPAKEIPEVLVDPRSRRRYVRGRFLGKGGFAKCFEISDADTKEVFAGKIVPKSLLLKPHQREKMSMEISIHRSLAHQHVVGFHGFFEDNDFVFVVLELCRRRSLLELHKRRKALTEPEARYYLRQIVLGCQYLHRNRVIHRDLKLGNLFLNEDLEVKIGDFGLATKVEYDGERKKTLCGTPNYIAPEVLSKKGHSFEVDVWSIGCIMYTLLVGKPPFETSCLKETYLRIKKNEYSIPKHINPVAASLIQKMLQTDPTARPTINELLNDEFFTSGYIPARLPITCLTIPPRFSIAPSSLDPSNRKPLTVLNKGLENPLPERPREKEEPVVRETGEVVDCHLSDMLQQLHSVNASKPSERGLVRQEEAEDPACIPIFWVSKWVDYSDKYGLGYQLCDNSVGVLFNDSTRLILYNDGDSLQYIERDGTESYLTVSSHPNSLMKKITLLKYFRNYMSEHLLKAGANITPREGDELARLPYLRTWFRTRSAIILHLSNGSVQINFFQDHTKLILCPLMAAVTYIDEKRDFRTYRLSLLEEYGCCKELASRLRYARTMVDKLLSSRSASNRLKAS
PI5P4Ka inh: PI5P4K alpha (human) kinase inhibition; PI5P4Kalpha enzyme, ADP-Glo luminescence, 60 min; active compounds read low; P48426; 330,000 tested, 1.2% active; max response, %; AID 652105; active = max response of -50% or lower; inconclusive = between -30% and -50%; inactive = -30% or higher; also: value at the top dose of about 77 µM; % is scaled to controls: 0 for no effect and ±100 for the full control effect
Target sequence (P48426 whole entry, looked up): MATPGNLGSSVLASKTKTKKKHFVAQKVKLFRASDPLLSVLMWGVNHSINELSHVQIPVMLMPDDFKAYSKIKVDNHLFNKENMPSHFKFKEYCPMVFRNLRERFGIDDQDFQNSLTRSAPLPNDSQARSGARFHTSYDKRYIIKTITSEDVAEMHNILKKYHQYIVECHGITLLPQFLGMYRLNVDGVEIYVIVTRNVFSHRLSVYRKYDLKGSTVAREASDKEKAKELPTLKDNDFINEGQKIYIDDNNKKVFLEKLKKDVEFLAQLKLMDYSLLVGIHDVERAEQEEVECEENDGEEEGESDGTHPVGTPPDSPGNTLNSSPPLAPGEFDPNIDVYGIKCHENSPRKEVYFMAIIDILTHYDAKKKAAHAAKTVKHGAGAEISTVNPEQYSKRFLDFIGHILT
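Luminescence from ADP-Glo served as readout of PI5P4Kalpha activity in a qHTS format. Reaction: enzyme, substrate, compound, ATP at 5 microM final, 60 min at RT.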
IL2 activator: activates IL-2 in a cell-based reporter assay; IL-2 activation reporter assay, cell-based qHTS; stimulated with anti-CD3/CD4/CD28 beads; in transgenic mouse T cells; activation, % (series mostly up to about 46 µM); 360,000 tested, 0.065% active; AID 652025; in the data active = activation above about 50%; inconclusive = mostly about 30% to 49%; also: 0% is about no effect
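Quantitative HTS in unstimulated transgenic mouse T cells, with memory T cells as non-tolerant control and PMA/ionomycin as tolerance-bypass control. Compound pretreatment lasted 60 minutes before 18 h bead stimulation; EGFP/DsRed fluorescence read.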
FUS suppressor: FUS proteinopathy suppression in yeast. S. cerevisiae FUS-expressing, growth rescue, OD600, 24 h. Potency, µM (series often up to 76.6 µM), inactives show top-dose growth rescue (activation), hits mostly activators. 390,000 tested, 0.24% active;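 also: potency is read from the fitted curve at half-maximal effect; plate controls were DMSO vehicle for no effect and reference control for full effect; nearly all actives have a fitted effect of over 55% in size; some results filed as inactive show a strong effect at the top dose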
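Cultures pregrown in 2.5% raffinose medium are shifted to minimal medium containing 2% galactose to express toxic FUS. Compounds are tested at several concentrations. After 24hr at 30C, growth is quantified at 600 nm absorbance.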
EPAC1 antag: blocks human EPAC1 exchange factor; Potency, µM (series often up to 115 µM), without a hit: at the highest dose activity change, negative = inhibition, actives largely listed as inhibitors; EPAC1 GEF assay, Rap1b-BODIPY-GDP exchange fluorescence; 360,000 tested, 0.14% active; O95398;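 also: potency is read from the fitted curve at half-maximal effect; plate controls were vehicle for no effect and positive control for full effect; nearly all actives have a fitted effect of over 50% in size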
Abeta rescue: A-beta toxicity reversal in yeast; 410,000 tested, 0.063% active; yeast expressing A-beta42, growth rescue, OD600, 48 h; response scale: 0% DMSO, 100% iron-clioquinol control; Potency, µM (highest dose often 46.1 µM), for the others: at the top dose growth rescue, hits mostly activators; also: potency is read from the fitted curve at half-maximal effect; nearly all actives have a fitted effect of over 55% in size
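Yeast A-beta toxicity model in growth medium with pinned compounds, 48 h at 30 C; growth read as absorbance at 600 nm. Normalized to FeCl3/clioquinol equimolar mix (positive) and DMSO (negative).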
WRN inhibitor: blocks human WRN helicase; Potency, µM (top dose mostly 114 µM), for inactives: at the highest dose activity change, negative = inhibition, usual class: inhibitors; AID 651768; 360,000 tested, 0.46% active; Q14191; WRN helicase unwinding, fluorescent forked duplex, kinetic; also: potency is read from the fitted curve at half-maximal effect; % is scaled to controls: 0 for no effect and ±100 for the full control effect; nearly all actives have a fitted effect of over 55% in size
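WRN at 20 nM final was preincubated with compound for 15 min at room temperature; reaction started with 100 nM forked duplex oligonucleotide carrying fluorophore and quencher plus 2 mM ATP (final). Unwinding followed kinetically by red fluorescence (ex 525/em 598 nm).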
Numbers without * were called inactive; u = inconclusive; x = no result given; & = joins results of further samples; [ ] = another dose, or the depositor's remark. Unless noted, calls follow the shape of the dose curve; as a rule, active = well fitted curve in the direction sought with a large enough effect; inconclusive = small, poorly fitted or top-dose-only effect, or another doubt; inactive = no such curve, though single readings can be large; an effect the other way counts as inactive or inconclusive.

entry	canonical_smiles	EPAC1 ag	PLK1 PBD block	PI5P4Ka inh	IL2 activator
1	Cc1ccc(CNC(=O)C2CC(c3cccc(F)c3)=NO2)cc1 (stereo not given)	-10%	3%	1	-0.3
2	CCOC(=O)C1=C(N)OC2=C(C(=O)CCC2)C1c1ccccc1OC (stereo not given)	-6%	-6%	1	0.9
3	CN1C(=S)SC(N(O)C(=O)NC2CCCCC2)C1(C)C (stereo not given)	-1%	-11%	0	-2.0
4	COc1cccc(Nc2nc3ccccc3nc2NS(=O)(=O)c2ccc(NC(C)=O)cc2)c1	-10%	67µM*	-4	-3.0
5	COC(=O)c1cn(-c2ccccc2)nc1-c1ccc(OC)c(OC)c1	1%	-28%	4	1.0
6	O=C(O)c1cccc(C(=O)O)c1Br	13%	0%	2	1.3
7	CC(=O)Nc1ccccc1Oc1ccccc1	21%	-6%	-2	-0.3
8	NS(=O)(=O)c1ccc(CCNc2ccn3nc(-c4cccc(C(F)(F)F)c4)cc3n2)cc1	-4%	-2%	31	-0.4
9	OC(COc1ccccc1)CN1CCN(CC(O)COc2ccccc2)CC1 (stereo not given)	-3%	0%	3	0.7
10	O=C(NC1=NCCS1)C1CC(=O)N(c2ccc(Cl)cc2)C1 (stereo not given)	9%	2%	-5	-2.7

entry	FUS suppressor	EPAC1 antag	Abeta rescue	WRN inhibitor
1	1%	2%	-8%	6%
2	-15%	2%	-5%	-7%
3	10%	13%	12%	6%
4	36%	3%	5%	u
5	20%	-20%	-7%	-7%
6	-19%	2%	-15%	-1%
7	-1%	7%	-5%	-5%
8	0%	-12%	0%	4%
9	-20%	-6%	19%	9%
10	-31%	-25%	-8%	-12%

In another format: results already given
[4] COc1cccc(Nc2nc3ccccc3nc2NS(=O)(=O)c2ccc(NC(C)=O)cc2)c1
[5] COC(=O)c1cn(-c2ccccc2)nc1-c1ccc(OC)c(OC)c1
[6] O=C(O)c1cccc(C(=O)O)c1Br
[7] CC(=O)Nc1ccccc1Oc1ccccc1
[8] NS(=O)(=O)c1ccc(CCNc2ccn3nc(-c4cccc(C(F)(F)F)c4)cc3n2)cc1
[9] OC(COc1ccccc1)CN1CCN(CC(O)COc2ccccc2)CC1 (stereo not given)
[10] O=C(NC1=NCCS1)C1CC(=O)N(c2ccc(Cl)cc2)C1 (stereo not given)

| Compound | 4 | 5 | 6 | 7 | 8 | 9 | 10 |
| --- | --- | --- | --- | --- | --- | --- | --- |
| EPAC1 ag | -10% | 1% | 13% | 21% | -4% | -3% | 9% |
| PLK1 PBD block | 67µM* | -28% | 0% | -6% | -2% | 0% | 2% |
| PI5P4Ka inh | -4 | 4 | 2 | -2 | 31 | 3 | -5 |
| IL2 activator | -3.0 | 1.0 | 1.3 | -0.3 | -0.4 | 0.7 | -2.7 |
| FUS suppressor | 36% | 20% | -19% | -1% | 0% | -20% | -31% |
| EPAC1 antag | 3% | -20% | 2% | 7% | -12% | -6% | -25% |
| Abeta rescue | 5% | -7% | -15% | -5% | 0% | 19% | -8% |
| WRN inhibitor | u | -7% | -1% | -5% | 4% | 9% | -12% |

The results go on:
entry	canonical_smiles	EPAC1 ag	PLK1 PBD block	PI5P4Ka inh	IL2 activator
11	O=C(NCCc1ccccc1)c1ccc(Cl)cc1[N+](=O)[O-]	2%	-3%	1	0.5
12	Cc1nc2ccc(NC(=O)c3ccc(S(=O)(=O)N(C)c4ccccc4)cc3)cc2s1	22%	0%	3	-5.1
13	CC(c1ccccc1)n1cnc2ccccc21 (stereo not given)	8%	-9%	-3	-4.1
14	COc1cc(NC(=O)CN2C(=O)c3ccccc3S2(=O)=O)cc(OC)c1	13%	-1%	8	0.2
15	O=S(=O)(Cc1ccccc1)Cc1cnc(Cl)s1	-4%	0%	3	0.7
16	COc1ccc(CN(C(=O)Cn2nnc3ccccc32)C(C(=O)NC(C)(C)C)c2ccco2)cc1 (stereo not given)	6%	-5%	x	0.6
17	Cc1cccc(N2CCN(C(=O)COCc3cc(-c4ccc5c(c4)OCO5)on3)CC2)c1C	-13%	-9%	-7	-3.4
18	CC(=O)CC1(O)C(=O)N(CN2CCN(c3ccccc3)CC2)c2ccccc21 (stereo not given)	13%	-11%	x	-1.1
19	COC(=O)c1c(C)oc(C)c1S(=O)(=O)NCc1ccc(Cl)cc1	-5%	0%	-7	0.6
20	COCCn1cc(C(=O)NCCCOC(C)C)c2c3ccccc3n(C)c2c1=O	7%	-13%	0	0.1

entry	FUS suppressor	EPAC1 antag	Abeta rescue	WRN inhibitor
11	41%	-2%	5%	-3%
12	u	u	0%	-7%
13	-1%	9%	-3%	-11%
14	0%	3%	0%	0%
15	-5%	11%	11%	-12%
16	8%	0%	3%	3%
17	u	26%	-1%&21%	-9%
18	-20%	9%	-9%	-2%
19	35%	-16%	3%	0%
20	13%&-7%	-8%	4%&-2%	-9%

Continued:
entry	canonical_smiles	EPAC1 ag	PLK1 PBD block	PI5P4Ka inh	IL2 activator
21	CNS(=O)(=O)c1ccc2c(c1)[nH]c(=S)n2C	3%	-14%	-4	-2.4
22	CC(=O)c1cccc(NC(=O)C(C)OC(=O)c2cc(=O)[nH]c3ccccc23)c1 (stereo not given)	12%	-5%	1	-0.4
23	CCc1ccc2nc(-c3cccc(C)c3)nc(SCC(=O)NCC3CCCO3)c2c1 (stereo not given)	1%	-2%	x	0.5
24	C[C@@H]1CN([C@@H](C)CO)C(=O)c2cc(Br)cnc2O[C@H]1CN(C)C(=O)c1ccc2c(c1)OCO2	-6%	-5%	2	0.2
25	CC(C)OCCCn1c(=NC(=O)c2cccs2)c(C#N)cc2c(=O)n3ccccc3nc21	2%	1%	2	-0.8
26	Cc1ccc(S(=O)(=O)Nc2ccccc2CNc2ccc(Br)cn2)cc1	17%	-13%	-3	-0.7
27	CC(=O)Oc1ccc(/C=C/c2nc3ccccc3c(=O)o2)cc1	-3%	-8%	3	-1.1
28	O=P(c1ccccc1)(c1ccccc1)C(O)c1ccccn1 (stereo not given)	4%	-7%	0	0.3
29	CC(C)N(CC#CCC(O)(c1ccccc1)C1CCCC1)CCO (stereo not given)	1%	0%	-2	-0.2
30	CCCCn1c(N)c(N(CC(C)C)C(=O)C2=NN(c3cc(C)ccc3C)C(=O)CC2)c(=O)[nH]c1=O	-58%[inhibitor]	-10%	-16	-0.3

entry	FUS suppressor	EPAC1 antag	Abeta rescue	WRN inhibitor
21	1%	12%	2%	-10%
22	16%	-19%	-1%	-12%
23	12%	3%	16%	0%
24	-12%	8%	2%	7%
25	11%	3%	10%	-8%
26	x	-1%	15%	-2%
27	6%	-16%	-21%	-3%
28	15%	1%	-4%	-1%
29	-11%	5%	1%	5%
30	37%	-8%	10%	-11%

(cont.)
entry	canonical_smiles	EPAC1 ag	PLK1 PBD block	PI5P4Ka inh	IL2 activator
31	CSc1ccc(Cl)c(C(=O)OCC(=O)Nc2ccccc2OC(F)F)c1	16%	-9%	10	-3.9
32	Cc1cc(C(=O)O)ccc1[N+](=O)[O-]	-9%	-14%	-2	-0.2
33	O=C(CSc1ncn[nH]1)Nc1ccc(S(=O)(=O)Nc2ncccn2)cc1	-2%	0%	2	-1.9
34	COc1ccc2c(CN3CCOCC3)cc(=O)oc2c1	5%	-6%	0	0.1
35	COc1ccc(N(C)S(=O)(=O)c2ccc(Cl)c(C(=O)NCC(C)(C)N3CCOCC3)c2)cc1	-3%	-1%	4	0.2
36	O=C(CCCc1ccccc1)NCCc1ccccc1	8%	-9%	6	0.8
37	C[C@H](NC(=O)c1nc[nH]c1C(=O)N[C@@H](CCCCNC(=O)OC(C)(C)C)C(=O)OC(C)(C)C)c1ccccc1	-27%	5%	5	-0.8
38	CC(=O)N1C(C(=O)O)Cc2c([nH]c3ccccc23)C1(C)C (stereo not given)	-3%	-5%	3	-0.1
39	CCC(=O)Nc1ccc(NC(=O)CSc2nnnn2C2CCCC2)cc1C	2%	1%	1	-0.2
40	CCC(C)NC(=O)CCc1nc2ccccc2n1-c1ccccc1 (stereo not given)	8%	-6%	11	-0.2

entry	FUS suppressor	EPAC1 antag	Abeta rescue	WRN inhibitor
31	x	-23%	-16%	-36%
32	-28%	-9%	-27%	-4%
33	-23%	-1%	2%	0%
34	17%	0%	1%	-9%
35	x	8%	-11%	0%
36	-17%	-4%	6%	-3%
37	u	u	9%	-10%
38	9%	-22%	18%	0%
39	2%	12%	5%	7%
40	x	-7%	12%	-7%

The list goes on:
entry	canonical_smiles	EPAC1 ag	PLK1 PBD block	PI5P4Ka inh	IL2 activator
41	Nc1ncnc2c1ncn2Cc1ccccc1	0%	3%	-2	-2.2
42	COc1ccc(S(=O)(=O)N2CCCC(C(=O)NCCCn3ccnc3)C2)cc1OC (stereo not given)	-11%	u	3	-0.7
43	CCC(=O)NCCc1nc2cc(NC(=O)c3ccccc3Cl)ccc2n1C	12%	-9%	8	-0.5
44	O=C(CC1COc2ccccc2O1)NCc1ccccc1 (stereo not given)	1%	-5%	x	-0.7
45	COc1ccc(Cl)cc1C(=O)NNC(=O)c1cccnc1	1%	-3%	x	0.4
46	COc1cccc(NC(=O)C2CCN(S(=O)(=O)c3ccc4c(c3)C(C)(C)C(=O)N4C)CC2)c1	6%	3%	2	-0.6
47	Cc1ccc(CNC(=O)c2ccc(Cl)cc2[N+](=O)[O-])cc1	4%	-9%	x	0.9
48	C=CCNC(=O)C1CCC(=O)N1S(=O)(=O)c1ccc(C)cc1 (stereo not given)	1%	-5%	2	0.5
49	CN(C(=O)CCN1C(=O)S/C(=C\c2ccccc2)C1=O)C1CCS(=O)(=O)C1 (stereo not given)	-3%	1%	-2	-0.5

entry	FUS suppressor	EPAC1 antag	Abeta rescue	WRN inhibitor
41	-13%	-15%	10%	5%
42	12%	-10%	-11%	-11%
43	11%	-5%	-19%	0%
44	14%	-11%	12%	3%
45	0%	-18%	4%	-14%
46	-17%	-4%	3%	-4%
47	20%	1%	-1%	0%
48	20%	-12%	8%	-21%
49	-16%	-20%	-5%	2%
